# Screening results (PubChem)
# OX1R FRET antag: antagonists of human orexin 1 receptor (OX1R). OX1R-expressing cells, FRET antagonist read-out. inhibition, % at 6.6 µM. 1.8% of 330,000 active. AID 485270, 2010; in the data active means inhibition mostly above about 38%, no sharp cut-off; inactive means mostly below about 40%;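 further: 0% = agonist challenge alone and 100% = reference antagonist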
# Target sequence (O43613 whole entry, looked up): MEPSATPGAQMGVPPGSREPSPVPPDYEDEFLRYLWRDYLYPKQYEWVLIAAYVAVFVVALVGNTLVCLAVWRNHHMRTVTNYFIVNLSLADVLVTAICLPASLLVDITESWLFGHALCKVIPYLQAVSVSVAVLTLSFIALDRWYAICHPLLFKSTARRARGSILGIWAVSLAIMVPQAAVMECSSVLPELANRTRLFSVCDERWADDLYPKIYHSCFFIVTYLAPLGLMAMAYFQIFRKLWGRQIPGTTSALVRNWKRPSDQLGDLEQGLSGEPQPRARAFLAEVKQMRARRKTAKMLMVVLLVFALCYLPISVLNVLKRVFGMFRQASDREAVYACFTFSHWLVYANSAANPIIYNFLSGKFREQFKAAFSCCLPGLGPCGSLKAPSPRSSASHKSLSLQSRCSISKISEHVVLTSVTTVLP
# KCNQ2 block: KCNQ2 potassium channel inhibitors, primary screen, cell-based, CHO-K1, FluxOR thallium flux, B-score (AID 2156). Potassium voltage-gated channel subfamily KQT member 2 (Rattus norvegicus), O88943. 20 min; hits give low values. B-score at 10 µM. 1.1% of 310,000 active;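 active means fluorescence ratio B-score at most minus 3 library SDs, with starting brightness B-score within 2 library SDs, cut at about -5.5 in these data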
# STK33 inh: inhibitors of purified STK33 kinase, primary screen, biochemical, ADP-Glo luminescence, homogeneous, cell-free. Serine/threonine-protein kinase 33 (Homo sapiens), Q9BYT3. MBP phosphorylation. inhibition, % at 10 µM. 0.073% of 320,000 active. AID 2661, 2010;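 active means inhibition at or above 25%, using the most active replicate where run in duplicate; inactive means inhibition below 25%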
# Target sequence (Q9BYT3 whole entry, looked up): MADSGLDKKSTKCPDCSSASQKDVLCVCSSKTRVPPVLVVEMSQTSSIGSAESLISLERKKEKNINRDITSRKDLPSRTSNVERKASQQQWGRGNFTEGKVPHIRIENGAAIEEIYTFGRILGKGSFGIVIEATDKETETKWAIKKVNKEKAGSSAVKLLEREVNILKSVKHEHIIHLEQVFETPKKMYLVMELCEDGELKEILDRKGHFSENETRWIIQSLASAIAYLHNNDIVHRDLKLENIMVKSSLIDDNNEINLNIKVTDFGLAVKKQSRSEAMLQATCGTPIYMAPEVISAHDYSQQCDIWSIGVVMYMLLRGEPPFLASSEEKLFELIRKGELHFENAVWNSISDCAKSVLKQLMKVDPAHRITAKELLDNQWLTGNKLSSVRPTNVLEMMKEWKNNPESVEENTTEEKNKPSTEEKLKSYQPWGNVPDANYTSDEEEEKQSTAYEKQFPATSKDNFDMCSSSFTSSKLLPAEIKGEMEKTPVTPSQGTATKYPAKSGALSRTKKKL
# An asterisk follows results filed as active; i = inactive; / = not tested or not shown.
SMILES,OX1R FRET antag,KCNQ2 block,STK33 inh
CN(CCc1ccccn1)C(=O)CCC1CCCN(C(=O)c2ccsc2)C1 (stereo not given),1,i,-1.3
CCOc1cc(NC(=S)NCCCN2CCOCC2)c(OCC)cc1NC(=O)c1ccco1,19,i,-0.9
C=C(C)C(=O)Nc1cccc(C2=NOC3(C2)C[C@H](C(N)=O)N(C(=O)/C=C/C)C3)c1 (stereo not given in full),34,i,-1.2
CCOc1ccccc1N(CC(=O)N/N=C(\C)c1cccc(Br)c1)S(C)(=O)=O,6,i,-1.0
Cc1ccsc1-c1cc(C(=O)O)c2c(ccc3ccccc32)n1,39,i,0.3
COc1ccc(S(=O)(=O)N2CCCCC2)cc1NC(=O)CSc1ncnc2ccccc12,-7,i,1.4
COCCN(CC(=O)Nc1cccc(C)c1C)C(=O)c1oc2c(Cl)cccc2c1C,1,/,-2.8
O=C(CN1C(=O)NC2(CCCCC2)C1=O)Nc1nc2c(F)cc(F)cc2s1,11,i,-0.2
CC(C)OC(=O)c1c2c(n3ccccc13)C(=O)c1ccccc1C2=O,8,i,2.8
Cc1ccc(Nc2ccc(C(=O)O)cc2N)cc1,31,i,0.7
CCc1noc(C)c1C(=O)Nc1cc(S(=O)(=O)N(CC)CC)ccc1N1CCOCC1,20,i,/
CN1CCN(S(=O)(=O)c2ccc(NC(=O)c3csc4ccccc34)cc2)CC1,3,i,-0.1
NC(=O)c1c(NC(=O)CSc2nnc(-c3ccco3)n2-c2ccccc2)sc2c1CCC2,22,i,-0.3
COc1ccc2ccccc2c1CN1CCN(Cc2ccccc2)CC1,-6,i,0.3
CC(=O)Nc1ccccc1C(=O)N1CCN(Cc2ccc3c(c2)OCO3)CC1,5,i,-0.6
COC(=O)/C=c1/s/c(=C(\C#N)C(=O)NCc2ccco2)n(-c2ccccc2)c1=O,69,i,-0.1
COc1ccc(CCNC(=O)CNS(=O)(=O)c2ccc(N(C)C)c([N+](=O)[O-])c2)cc1OC,4,i,0.0
c1ccc(-c2nc(-c3ccccn3)nc(-c3ccccn3)n2)nc1,34,i,0.5
CC1(C(=O)Nc2nc3ccc(S(C)(=O)=O)cc3s2)CC1(Cl)Cl (stereo not given),3,i,2.7
CCn1c(CNc2ccc(C(=O)O)cc2)nc2ccccc21,3,i,-3.3
Cc1nn(-c2ccccc2)c2c1C1(C(=O)N(C(C)C)c3ccccc31)C(C#N)=C(N)O2 (stereo not given),42,i,-1.6
O=C(Cn1cccc1)N1CCN(c2ccc(F)cc2)CC1,9,i,-3.6
Cc1c(C(c2ccc(F)cc2)c2c(C)n(C)n(-c3ccccc3)c2=O)c(=O)n(-c2ccccc2)n1C,14,i,-0.6
CC(C)c1ncc(C(O)c2ccccc2)n1C (stereo not given),6,i,-0.7
O=C(NC(=O)N1CCN(c2ccccc2F)CC1)c1ccccc1,10,i,-1.0

# Entries listed so far containing two or more sulfur atoms (four):
SMILES,OX1R FRET antag,KCNQ2 block,STK33 inh
COc1ccc(S(=O)(=O)N2CCCCC2)cc1NC(=O)CSc1ncnc2ccccc12,-7,i,1.4
CN1CCN(S(=O)(=O)c2ccc(NC(=O)c3csc4ccccc34)cc2)CC1,3,i,-0.1
NC(=O)c1c(NC(=O)CSc2nnc(-c3ccco3)n2-c2ccccc2)sc2c1CCC2,22,i,-0.3
CC1(C(=O)Nc2nc3ccc(S(C)(=O)=O)cc3s2)CC1(Cl)Cl (stereo not given),3,i,2.7

# (continued)
SMILES,OX1R FRET antag,KCNQ2 block,STK33 inh
COc1ccc2c(c1)[C@H]1[C@H](CO2)[C@H](c2ccccc2)[C@]2(C)C(=O)N[C@@H](C)C(=O)N12,5,/,-0.6
Fc1ccccc1/C=N/Nc1cc(N2CCCCC2)ncn1,5,i,-0.5
CC(=O)N/C(=C\c1ccccc1)C(=O)OCC(=O)N(C)C1CCCCC1,37,i,-1.6
O=C(N/N=C/c1ccc(O)c(O)c1)NC12CC3CC(CC(C3)C1)C2,2,i,0.7
CCC1(c2ccccc2)NC(=O)N(CC(=O)Nc2ccc(N3CCCC3)cc2C)C1=O (stereo not given),22,i,0.6
COc1ccccc1O,15,i,-3.1
COc1cccc(NC(=O)[C@H](CC(C)C)NC(=O)[C@@H]2Cc3ccccc3CN2)c1,8,i,-0.2
COc1cc(OC)c(OC)cc1CN1CCN(Cc2ccco2)CC1,7,i,-2.3
Cc1cccc(C(=O)NNC2=CC(=O)CC(C)(C)C2)c1O,21,i,-0.5
CC1CCc2[nH]c3ccc(C(=O)N(C)CC(=O)Nc4cccc(F)c4)cc3c2C1 (stereo not given),17,i,-0.7
CC1(C(=O)NCCCN2CCOCC2)Oc2cccnc2NC1=O (stereo not given),3,i,-1.6
CCc1ccc(S(=O)(=O)c2ccc(-n3nc(C)cc3N)cc2)cc1,13,i,-1.3
COc1ccc(C(C)=O)cc1COc1ccc([N+](=O)[O-])c(C)c1,23,i,-0.7
CCN1CCN(c2cc(C)c3cc(NC(=O)c4ccncc4)ccc3n2)CC1,6,i,0.1
C=CCn1c(SCC(C)=O)nnc1-c1cc(-c2ccccc2)sc1N,12,i,1.2
COC(=O)c1cc(S(=O)(=O)Nc2cc(OC)cc(OC)c2)c[nH]1,-5,i,-2.2
CCc1ccc2oc(=O)cc(CN3CCCCC3)c2c1,-5,i,-1.3
COc1ccccc1NC(=O)Cn1nnc(C(=O)NCc2cccs2)c1N,4,i,0.4
Cc1ccc(C)c(OCC(=O)Nc2nc3ccc([N+](=O)[O-])cc3s2)c1,9,i,-2.0
Cc1noc(C)c1C(=O)N1CCc2ccccc21,3,i,-0.4
CCCCCCNS(=O)(=O)c1ccccc1Br,39,i,0.2
O=C(Cc1cccs1)N1CCN(S(=O)(=O)c2ccc(Br)cc2)CC1,7,i,-0.5
CCCCC1(Cc2ccc(OC)c([N+](=O)[O-])c2)C(=O)N(c2ccccc2)N(c2ccccc2)C1=O,16,i,-0.8
COc1nccnc1NS(=O)(=O)c1ccc(NC(=O)c2cccc(C)c2)cc1,4,i,-2.1
S=C(NCCCc1ccccc1)NCc1ccccc1,/,i,-0.2

# Overlap with the part before: 3 compounds; new compounds follow.
SMILES,OX1R FRET antag,KCNQ2 block,STK33 inh
CCCCC1(Cc2ccc(OC)c([N+](=O)[O-])c2)C(=O)N(c2ccccc2)N(c2ccccc2)C1=O,16,i,-0.8
COc1nccnc1NS(=O)(=O)c1ccc(NC(=O)c2cccc(C)c2)cc1,4,i,-2.1
S=C(NCCCc1ccccc1)NCc1ccccc1,/,i,-0.2
Cc1ccc(N=Cc2c(O)c3ccccc3oc2=O)cc1F,37,i,-3.4
O=C(CSc1nc2ccc(NC(=O)C3CCCCC3)cc2s1)NCC1CCCO1 (stereo not given),6,i,-1.5
C[C@@H](NC(=O)CN1C(=O)c2ccccc2S1(=O)=O)c1ccccc1,21,i,-0.5
O=C(/C=C/c1ccc(Cl)c(Cl)c1)NCCCn1ccnc1,15,i,-0.8
Cc1ccc2nc(Cl)nc(-c3ccccc3)c2c1,14,i,0.0
COc1cccc(NC(=O)N2C3CCCC2CC(NC(=O)C(C)(C)C)C3)c1 (stereo not given),5,i,1.3
COc1ccc(CNC(=O)COC(=O)c2ccc(Br)cc2)cc1,20,i,-0.5
COC(=O)c1cc2occc2n1CC(=O)Nc1cc(OC)cc(OC)c1,16,i,0.0
O=C(NC1CCCC1)C(c1cccs1)N(CC1CCCO1)C(=O)Cc1cccs1 (stereo not given),22,i,0.1
Cc1nc2ccc([N+](=O)[O-])cc2c(=O)n1Cc1ccccc1Br,22,i,-1.9
CCCN(CC(=O)Nc1ccc(Cl)cc1Cl)C(=O)/C=C/c1ccco1,1,i,0.3
Cn1c(Cn2cnc3ccccc32)nc2ccccc21,18,i,-1.8
O=C(CCN1C(=O)c2ccccc2C1=O)Nc1cccc(S(=O)(=O)N2CCCCC2)c1,0,i,0.0
Cc1nn(CC(=O)N2CC(=O)Nc3ccccc32)c(C)c1[N+](=O)[O-],14,i,-0.4
COc1cc(OC)c(C2SCCN2S(=O)(=O)c2ccc(F)cc2)cc1OC (stereo not given),-4,i,-0.2
O=C(c1cc([N+](=O)[O-])ccc1N1CCCCC1)N1CCc2ccccc21,20,i,-0.9
O=C(Nc1ccc(Cl)c(C(F)(F)F)c1)N1CCCC(O)C1 (stereo not given),24,i,-0.8
CN(c1ccc(O)cc1)c1nc(-c2cccs2)cs1,42,i,-1.5
Cc1ccc(N(CC(=O)NC2CCCCC2)C(=O)CNC(=O)c2ccco2)cc1C,19,i,-1.9
CC(=O)c1cc(C#N)c(SCc2ccc([N+](=O)[O-])cc2)nc1C,14,i,-1.2
COc1ccc(C(=O)NC2CC2)cc1OC1CCN(C(C)CSC)CC1 (stereo not given),5,i,-1.9
Cc1[nH]c2ccccc2c1C=NNC(=O)c1cc(-c2cccnc2)nc2ccccc12,4,/,-1.8
Cc1ccc(C2=Nc3ccccc3N=C(C(Cl)Cl)C2)cc1,24,i,-1.7
COc1ccc(/C(N)=N/OC(=O)c2cccs2)cc1,17,i,-1.6
O=C(Nc1ccccc1C(=O)N1CCCCCC1)c1ccc(F)cc1,24,i,-0.8
SMILES,OX1R FRET antag,KCNQ2 block,STK33 inh
O=C1Nc2ccccc2/C1=N/c1sc2c(c1C(=O)NCCc1ccccc1)CCCC2,20,i,0.4
CC(C#N)OC(=O)c1cccnc1SCC(=O)Nc1ccc2c(c1)OCO2 (stereo not given),8,/,0.6
CCOc1ccc(Nc2nc(Cc3nnc(SCC(N)=O)o3)cs2)cc1,16,i,0.1
Cc1cccc(S(=O)Cc2ccc(C(=O)N3CCOCC3)o2)c1 (stereo not given),8,i,-0.5
O=C1NC[C@H](c2ccccc2)OC(=O)[C@H](Cc2ccc(F)cc2)C/C=C\C[C@@H]1CC(=O)N(CCO)Cc1ccccc1,33,/,-2.4
COc1ccc(-c2cc(C)no2)cc1S(=O)(=O)N1CCN(c2ccc([N+](=O)[O-])cc2)CC1,16,i,0.3
CC1CCCC(NC(=O)C2CCN(C(=O)Nc3ccccc3)CC2)C1C (stereo not given),4,i,-0.4
CN(C(=O)COC(=O)c1ccc2c(c1)NC(=O)CS2)C1CCS(=O)(=O)C1 (stereo not given),5,i,-1.5
C/C(=N\NC(=O)c1ccc2c(c1)OCO2)c1ccc(C(=O)O)s1,30,i,-2.1
CCN1CCCC(CO)(Cc2ccccc2)C1 (stereo not given),16,i,0.1
CCOc1ccc(-c2c(C(=O)N/N=C/c3c[nH]c4ccccc34)nnn2-c2nonc2N)cc1,23,i,2.8
Cc1ccc(S(=O)(=O)NCCNC(C)c2ccc(Br)cc2)cc1 (stereo not given),0,/,1.8
COc1ccccc1NC(=O)C(C)OC(=O)CCC1CCCCC1 (stereo not given),-3,i,0.1
Cc1c(Nc2ncnc3nc[nH]c23)c(=O)n(-c2ccccc2)n1C,3,i,-2.7
COc1cc(C(C)=O)ccc1OCC(O)CN1CCN(S(=O)(=O)c2ccccc2)CC1 (stereo not given),35,i,-0.2
CCOC(=O)C1=C(C)NC(SCC(=O)O)=NC1c1ccccc1 (stereo not given),0,i,1.1
O=C(O)c1cc(NS(=O)(=O)c2cccc3nsnc23)cc(C(=O)O)c1,6,i,-0.1
O=C(COc1cccc2ccccc12)N/N=C/c1ccco1,23,i,2.2
CN(C(=O)c1cccc(C#N)c1)c1nnc(C2CCOC2)s1 (stereo not given),10,i,-1.4
CCCn1nnc(NC(=O)c2ccccc2Br)n1,20,i,0.6
COc1ccc(NC(=O)CN2C(=O)NC(c3ccccc3)(c3ccccc3)C2=O)cc1,17,i,-1.1
COc1ccc(-c2[nH]ncc2CNC(C)c2ccccc2Cl)cc1F (stereo not given),12,i,-0.5
CC(=O)c1ccc(NC(=O)C(Cc2ccccc2)NC(=O)c2ccco2)cc1 (stereo not given),16,i,-0.2
C/C=C/c1ccc(OCC(=O)OCC)c(OC)c1,27,i,-0.7
CC(C)(C)C(=O)Nc1ccc2oc(-c3cc(F)c(F)cc3Cl)nc2c1,17,i,0.8
SMILES,OX1R FRET antag,KCNQ2 block,STK33 inh
NC(=O)c1ccc[n+](CC(=O)c2ccc(NC(=O)c3ccccc3)cc2)c1,5,i,0.0
O=C(O)c1ccccc1NS(=O)(=O)c1ccccc1C(F)(F)F,4,i,-1.9
Clc1ccc(Oc2cccc(/C=N/n3cnnc3)c2)cc1,25,i,-0.2
COc1ccc(CCN2CC(C(=O)NCc3c(C)n[nH]c3C)CCC2=O)cc1 (stereo not given),-2,i,0.4
CCCc1cc(=O)[nH]c(SCC(=O)c2cc(C)n(C3CC3)c2C)n1,41,i,-0.4
CCc1cccc(C)c1NC(=O)CNCc1ccccc1,8,i,-2.7
C=CCOC(=O)/C(=C/c1ccco1)NC(=O)/C=C/c1ccccc1,22,i,-0.9
Cc1ccc2nc(/C(C#N)=C\c3ccc([N+](=O)[O-])o3)[nH]c2c1,-6,i,1.7
O=C(CCCc1nc2ccccc2s1)NC(c1ccccc1)c1ccccc1,12,i,-1.0
COc1ccccc1C(=O)NC(=O)COc1ccc([N+](=O)[O-])cc1,4,i,/

# Reprinted at random: seven records from the list.
SMILES,OX1R FRET antag,KCNQ2 block,STK33 inh
CC1CCCC(NC(=O)C2CCN(C(=O)Nc3ccccc3)CC2)C1C (stereo not given),4,i,-0.4
CC1(C(=O)Nc2nc3ccc(S(C)(=O)=O)cc3s2)CC1(Cl)Cl (stereo not given),3,i,2.7
CC(=O)c1cc(C#N)c(SCc2ccc([N+](=O)[O-])cc2)nc1C,14,i,-1.2
Cn1c(Cn2cnc3ccccc32)nc2ccccc21,18,i,-1.8
CCOc1cc(NC(=S)NCCCN2CCOCC2)c(OCC)cc1NC(=O)c1ccco1,19,i,-0.9
COC(=O)c1cc(S(=O)(=O)Nc2cc(OC)cc(OC)c2)c[nH]1,-5,i,-2.2
COc1ccc(CCN2CC(C(=O)NCc3c(C)n[nH]c3C)CCC2=O)cc1 (stereo not given),-2,i,0.4
